Screening results (PubChem BioAssay)
mcGAS RapidFire – inhibitors of mouse cGAS. Q8C6L5. recombinant mouse cGAS, cGAMP by RapidFire MS. inhibition, % at 12.5 µM. 130,000 compounds, 0.18% hits;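 active means inhibition of cGAS enzyme activity at or above 60%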;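 further: enzyme stimulated by 45 bp dsDNA with ATP and GTP substrates; cGAMP share of summed cGAMP plus half ATP and half GTP signals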
Target sequence (Q8C6L5 whole entry, looked up): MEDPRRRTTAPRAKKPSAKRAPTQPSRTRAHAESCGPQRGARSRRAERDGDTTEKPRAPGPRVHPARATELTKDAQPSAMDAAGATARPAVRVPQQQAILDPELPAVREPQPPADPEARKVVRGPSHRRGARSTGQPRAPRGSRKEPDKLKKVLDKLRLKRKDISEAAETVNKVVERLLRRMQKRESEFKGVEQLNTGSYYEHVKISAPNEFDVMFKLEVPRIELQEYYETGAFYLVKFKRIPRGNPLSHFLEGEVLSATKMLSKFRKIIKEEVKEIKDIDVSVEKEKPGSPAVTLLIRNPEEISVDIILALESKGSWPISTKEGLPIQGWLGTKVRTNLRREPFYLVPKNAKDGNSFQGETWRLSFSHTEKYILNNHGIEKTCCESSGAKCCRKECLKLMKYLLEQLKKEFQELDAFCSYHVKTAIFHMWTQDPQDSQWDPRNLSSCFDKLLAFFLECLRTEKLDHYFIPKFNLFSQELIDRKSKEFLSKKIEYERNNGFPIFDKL
An asterisk follows results filed as active; & = joins results of further samples.

mcGAS RapidFire,SMILES
-4.7,CCCOC1CCCN(C(=O)c2ccccc2C)C1 (centres undefined)
-5.0,CCCCN1CC2([N+](=O)[O-])C=CC(=O)C([N+](=O)[O-])(C1)C2 (centres undefined)
-5.9,CCC(=O)C1=NN(c2ccccc2)C(=N)C(C#N)C1 (centres undefined)
-7.1,CCOC(=O)Cc1csc(NC(=O)C(C)Oc2cccc(C)c2)n1 (centres undefined)
2.2,CCCn1c(SCc2csc(-c3cccs3)n2)n[nH]c1=O
-4.3,CC(C)c1noc(C(C)Sc2nccn2C2CC2)n1 (centres undefined)
-0.9,Cc1ccc(C)c(C(C)NC(=O)c2ccc(CNC(N)=O)cc2)c1 (centres undefined)
-11.3,CCC1=C(C)CN(C(=O)NCCc2ccc(S(=O)(=O)NC(=O)NC3CCC(C)CC3)cc2)C1=O (centres undefined)
-2.4,COc1ccc(-c2cc(C(=O)O)n3nc(C(C)(C)C)cc3n2)cc1
-25.7,O=C(NNS(=O)(=O)c1ccc2c(c1)CCCC2)c1ccccc1O
-2.7,COc1ncccc1CNC(=O)c1c[nH]cc1-c1ccc(Cl)s1
-7.7,Cc1cn2c3c(=O)n(CCc4ccccc4)c(=O)n(C)c3nc2n1CCCO
-6.2,CC(=O)Nc1ccccc1OCC(=O)N1CCC(C)CC1
-10.6,N#CC(=Cc1ccc(O)cc1)S(=O)(=O)c1cc(Br)ccc1Br
-9.5,O=C(c1ccc(Cl)cc1N1CCCC1=O)N1CCC(n2c(=O)[nH]c3ccccc32)CC1
-3.3,COc1ccc(Cl)cc1NC(=O)CCC1CCCN(C(=O)c2ccsc2)C1 (centres undefined)
-4.6,COc1ccc(OCC(=O)NCCOc2ccccc2)c([N+](=O)[O-])c1
-3.0,COc1cccc(Cn2c(=O)c(C(=O)O)nn(-c3ccc(C(F)(F)F)cc3)c2=O)c1
-2.7,CCC(NC(=O)N1CCS(=O)(=O)CC1C)c1cccc(Cl)c1 (centres undefined)
-10.0,Cc1cc(N2CCOCC2)nc(Nc2ccc(NS(=O)(=O)c3cc(C)c(C)cc3C)cc2)n1
-16.9,O=C(CC1CC2CCC1C2)N1CCN(c2ccccc2O)CC1 (centres undefined)
3.3,O=C(O)c1cccc(-c2cn(C3CCN(Cc4ccsc4)CC3)nn2)c1
-9.1,CC(C)Oc1ccccc1C=C1C(=O)OC(c2ccccc2)OC1=O (centres undefined)
-7.4,COc1cc(NC(=O)CN2C[C@@H](C)O[C@@H](C)C2)ccc1NC(=O)CC(C)C
-8.3,CCc1cc(NC(=O)C(=O)N2CCCC2c2ccco2)n(C)n1 (centres undefined)
0.0,C=CCOc1c(Cl)cc(CN2CCN(c3cn[nH]c(=O)c3)CC2)cc1OC
-18.3,CCCc1cc(C(=O)N2CCCC(c3[nH]ncc3-c3ccccc3)C2)ccn1 (centres undefined)
-11.6,Cc1csc(CN(C)C(=O)c2cc(C(C)C)on2)n1
-5.3,COc1cc(C2=NC(=Cc3ccco3)C(=O)O2)ccc1OC(F)F
-5.5,C/C(=N\NC(=O)C1=NNC(c2ccccc2)(c2ccccc2)C1)c1ccc(-c2ccccc2)cc1

The list continues.
mcGAS RapidFire,SMILES
-10.6,CC(C)(C)c1ncc(C(=O)N2CCC(CN3CCCCC3)C2)s1 (centres undefined)
-12.3,O=S(=O)(c1ccc(Cl)cc1)N(O)c1ccc(Cl)cc1
-5.5,N#Cc1cccc(OCc2cccc(C(=O)OCC3CCC(=O)N3)c2)c1 (centres undefined)
-9.9,CCOC(=O)c1cnn(-c2ncnc3sc4c(c23)CCCC4)c1N=CN(C)C
-11.8,Cc1ccc(CNC(=O)Cn2c(CO)cnc2SCc2cc(C)ccc2C)cc1
-0.9,Cc1cc2c(SCC(=O)Nc3ccc(Cl)cc3)ncnc2s1
0.7,COC(=O)[C@@H]1C[C@@H](N(C)C)CN1C(=O)c1ncccc1OC
-17.8,N#Cc1ccc(CN2CCN(C(=O)CCNC(=O)c3ccc(Br)cc3)CC2)cc1
-2.5,O=C(NCC(=O)N1CCN(c2ccccn2)CC1)c1ccccc1
-7.2,CNC(=O)CSc1ncc(-c2ccc(OC)cc2)n1-c1ccc(Cl)cc1
-16.7,O=C(CN1C(=O)c2ccccc2S1(=O)=O)c1ccc(Br)s1
-11.5,Cc1cc(O)c(C(c2cccc(Cl)c2)N2CCN(c3ccccc3)CC2)c(=O)n1Cc1ccco1 (centres undefined)
-7.9,COCCCn1cc(Br)cn1
-1.6,O=c1c2nnc3c(-c4ccccc4)cnn3c2ccn1CCN1CCOCC1
-7.6,Cc1ccc(F)c(NC(=O)CN2CCc3c(cnn3C(C)(C)C)C2)c1
-2.3&7.9,CCN(CC)c1ccc(N=Nc2nn[nH]n2)cc1
-3.0&2.1,CN(Cc1cc(Br)cc(Br)c1N)C1CCCCC1
-8.0,CCNc1nc(NC(C)C)nc(N2CCCC2)n1
0.6,CC(C)c1[nH]nc2c1C(c1c(F)c(F)c(F)c(F)c1F)C(C#N)C(=N)O2 (centres undefined)
-4.2,CCOC(=O)c1cccnc1-c1cccc2ccnn12
-42.3,O=C(Cn1cc([N+](=O)[O-])cn1)NC1CCCCCC1
-1.1,CN(C)C(CNc1cccc(Cl)c1C#N)c1ccccc1 (centres undefined)
-4.1,O=C1C(=O)N(Cc2ccccc2)C23C1=C(c1ccc(F)cc1)OC2(O)c1ccccc1C3(O)O (centres undefined)
-60.4,CCN(CC)CCn1cc(NC(=O)Cc2ccccc2Cl)cn1
-1.2,Cc1c(C(=O)NCc2ccc(Cl)c(Cl)c2)sc(=O)n1CCOc1ccc(F)cc1
-48.4,O=C(NCC1CN(c2cccc(Cl)c2)C(=O)O1)c1ccccc1S(=O)(=O)C(F)F (centres undefined)
1.0,Cc1nc(C)n(C(Oc2ccc(Cl)cc2Cl)C(=O)C(C)(C)C)n1 (centres undefined)
-10.7,COC(=O)c1sccc1NC(=O)c1cc(OC)cc(OC)c1
-0.5,Nc1nnnn1/N=C\c1c[nH]c2ccccc12
-5.2,CCN(CCS(=O)(=O)c1ccccc1)CC(=O)N(C)C

Additional results follow.
mcGAS RapidFire,SMILES
8.3,O=c1c2cnc3nc(-c4ccncc4)nn3c2ccn1C1CCCC1
-3.1,CCNC(=O)CNc1cccc(Cl)c1C
0.7,CC(=O)c1c(C)[nH]c(-c2csc(N)n2)c1C
-28.1,CCn1c(C2CCN(C(=O)Cc3ccccn3)CC2)nn(C)c1=O
-2.8,Cc1cccc(C(=O)O/N=C\c2ccc(Br)cc2)c1
-21.8,Cc1noc(C)c1C(=O)N(Cc1ccsc1)CC1CCCO1 (centres undefined)
-10.5,CC(C)(C)c1cc(CN2CCN(S(=O)(=O)c3ccccc3)CC2)[nH]n1
-6.2,CC(C)(C)c1ccc(CC(=O)N2CCC2(C)C(=O)NS(=O)(=O)c2ccc3c(c2)CCO3)cc1 (centres undefined)
-2.4,CC1CCCN(C(C)CNC(=O)c2ccc(F)cc2Cl)C1 (centres undefined)
-2.6,Fc1ccc(Br)cc1C1CC(c2cccc(Br)c2)=Nc2nnnn21 (centres undefined)
-11.6,CNC(=O)c1nnc2n1CCN(C(=O)COc1ccccc1)C2
-2.2,CN(C)[C@@H]1C[C@@H](C(=O)O)N(C2CCN(C(=O)c3ccccc3)CC2)C1
0.6,CN1C(=CC(=O)c2cc3ccccc3oc2=O)C(C)(C)c2ccccc21
-19.2,CC(C)CC(=O)NNC(=O)CC12CC3CC(CC(C3)C1)C2
10.0,O=c1[nH]c(-c2ccc(Cl)s2)nc2c1CCC2
-0.5,CC1CCCN(S(=O)(=O)c2ccc(NC(=O)/C=C/c3ccc4c(c3)OCO4)cc2)C1 (centres undefined)
-9.6,Cc1ccc(N2CCCn3c2nc2c3c(=O)n(CCN3CCCCC3)c(=O)n2C)c(C)c1
-4.6,O=C(c1cn(CC2CCCO2)nn1)N1CCN(Cc2cccc(Cl)c2)CC1 (centres undefined)
7.0,CC(C)CN(Cn1nnc(-c2ccc(Cl)cc2)n1)C1CCS(=O)(=O)C1 (centres undefined)
-5.9,O=C(c1ccco1)N1CCCC(OCc2cccc([N+](=O)[O-])c2)C1 (centres undefined)
-20.6,CC(C)c1cc(NCc2cccnc2N2CCN(c3ccccn3)CC2)ncn1
-1.1,COC(=O)CN1C(=O)CNC12CCN(C(=O)/C=C/c1ccc(C)cc1)CC2
-7.5,COC(=O)C1CCN(C(c2ccc([N+](=O)[O-])cc2)C2Sc3nc(C)nn3C2=O)CC1 (centres undefined)
-4.4,O=C(NC1CCN(C2CC2)CC1)c1ccccc1-c1ccc(C(F)(F)F)cc1
-10.5,Cc1ccc(CC(=O)N2CCCC(O)(C(F)(F)F)C2)cc1 (centres undefined)
-54.6,CSC1CCCC1N(C)C(=O)CNC(=O)c1cc(C)oc1C (centres undefined)
-7.7,CN(CCO)C(=O)c1cccc(O)c1
-11.3,COCCN1CCCN(C(=O)c2cnc3c(cnn3C(C)C)c2)CC1
-17.3,CCn1cc(S(=O)(=O)N[C@@H]2CC[C@@H](N)C2)cn1
-9.4,COc1ccc(C(=O)C2CCCN(Cc3cccc(SC)c3)C2)cc1OC (centres undefined)

The list continues.
mcGAS RapidFire,SMILES
-6.8&-5.8,O=C(c1ccsc1)N1CCN(C(CO)c2cccc(Cl)c2)CC1 (centres undefined)
-4.0,Cc1cccc(C)c1Cn1c(C)c(C(=O)NC2CC2)sc1=O
-17.6,CCCc1nc(NCc2cc(-c3ccccc3)n[nH]2)c2cnn(C)c2n1
-7.1,CS(=O)(=O)c1ccc(NC(=O)Cn2c(-c3cccs3)noc2=O)cc1
-0.9,CCC(C)Cn1c(-c2ccc(OC)cc2)csc1=Nc1cccc(OC)c1 (centres undefined)
1.8,CN(C)S(=O)(=O)c1cccc(NC(=O)Cc2cc(Cl)c3c(c2)OCCCO3)c1
-6.8,CCC(c1ccccc1)C1CCCN1C(=O)CN1C(=O)NC(C)(c2ccc(F)cc2)C1=O (centres undefined)
-2.9,CC1CC(=O)Nc2ccccc2N1C(=O)CN(C)C(=O)COc1ccc(-c2ccccc2)cc1 (centres undefined)
-1.1,COCCNC(=O)COc1c(Br)cccc1Br
0.0,O=C(c1csc(-c2cc3ccccc3[nH]2)n1)N1CCN(C(=O)c2ccco2)CC1
-2.8,O=c1[nH]nc(Cc2cccnc2)n1Cc1ccc(Cl)cc1Cl
-2.1,CC(Nc1ccccc1)(C(=O)N1CCn2cncc2C1)c1ccccc1 (centres undefined)
-4.8,CN(CCn1cccn1)c1nc(-c2cccnc2)nc2c1cnn2C
-1.0,CCc1ccc(-c2cn3cc(C)ccc3n2)cc1
-7.9,O=C(NN(c1ccccc1)C1CCS(=O)(=O)C1)C12CC3CC(CC(C3)C1)C2 (centres undefined)
-22.0,Cc1csc(CNC(=O)N2CCC(Oc3c(C)cccc3C)CC2)n1
-9.1,O=C(NN=Cc1sc(N2CCCCC2)nc1-c1cccs1)C1CC1
-5.5,CC(C)CCc1noc(C2(c3ccc(F)cc3)CCOCC2)n1
-4.0,CCc1csc(Cn2cc(C(C)c3ccccc3)nn2)n1 (centres undefined)
-0.3,O=C(NC(c1ccccc1)c1ccsc1)C1CCN(Cc2ccc3ccccc3n2)CC1 (centres undefined)
-6.6,CC(C1CC1)N(C(=O)CN1CCCN(C(N)=O)CC1)C1CC1 (centres undefined)
-18.9,Cc1ccccc1C(CNC(=O)c1cn2cccnc2n1)N(C)C (centres undefined)
-3.8,COc1ccc(N2C(=O)CN(C(=O)c3cccc(-n4cccn4)c3)CC2(C)C)cc1
-0.8,Cn1c(=O)c2c(nc(CN3CCOCC3)n2Cc2ccccc2)n(C)c1=O
8.8,CCc1nnsc1C(=O)N1C[C@H]2CC=CC[C@H]2C1
-14.5,O=c1ccn(C2CC2)c(SCc2cn3ccccc3n2)n1
-9.6,Cc1cc(N2CC(C)OC(C)C2)ncn1 (centres undefined)
-4.2,CC1(Cc2ccc(S(C)(=O)=O)cc2)C(=O)Nc2ccc(-c3cccc(C(F)(F)F)c3)cc21 (centres undefined)
-30.0,Cc1[nH]c2c(c1C(=O)NCc1cccnc1N1CCN(C)CC1)C(=O)CCC2
3.1,O=C1OC(/C=C/c2cccc(Cl)c2Cl)=NC/1=C\C=C\c1ccccc1

The list continues.
mcGAS RapidFire,SMILES
-14.3,COc1ccc2oc(C(C)NC(=O)/C=C/c3cnn(C)c3)c(C)c2c1 (centres undefined)
2.9,O=C(CNC(=O)C1CCCCC1)NCc1ccco1
-12.6,CCN1CCN(c2ccc(Cl)cc2NS(=O)(=O)c2ccccc2Br)CC1
-3.8,CN1CCN(N=Cc2ccc(Br)cc2)CC1
-3.4,COC(=O)C1CCCCN1Cc1nc(Nc2ccccc2)c2ccccc2n1 (centres undefined)
-23.4,O=C(CCNc1ncnc2sccc12)N1CCCC1
-5.7,CCc1noc(CN2CCCN(CC3CC3)C(C(C)C)C2)n1 (centres undefined)
-5.6,Nc1cc(-c2nc3ncccc3o2)ccc1Cl
-15.3,O=C(O)C1C2CCC(C2)C1C(=O)NCC1CCCO1 (centres undefined)
-0.2,O=C(Nc1ccc2c(c1)CN(S(=O)(=O)N1CCCCC1)CC2)C1CCCO1 (centres undefined)
-6.1,CCCNC(=O)CNc1nc(C)nc2sc(C(=O)OCC)c(C)c12
-16.0,CN(Cc1c(F)cccc1Cl)C(=O)c1ccccc1O

This is a subset; count on the stated rates, not on these rows.
